All columns: NCI-60 one-dose screen, growth in % after 48 h at 10 µM unless noted; 100 = growth as untreated, 0 = no growth, -100 = all killed.
HL-60(TB) = HL-60(TB) leukemia cells | 78,000 tested, 9% active; active = growth percent below 10
* hit, by the source's call; & = joins results of further samples; [ ] = remark or other dose. An excerpt, so the mix of outcomes need not match the whole.

structure	HL-60(TB)
O=C(NNC(=O)c1ccc(-n2cc(-c3ccccc3)nn2)cc1)Nc1ccccc1	95.4
O=C(CCN1C(=O)CC1c1ccco1)N1CCOCC1 (configuration not stated)	101.4
O=C(Nc1cccc(Cl)c1)Nc1nc2ccc(-c3cccc4ccccc34)cc2s1	66.9
Cn1c(=O)cc(OCC(=O)N/N=C/c2ccc(Br)cc2)c2ccccc21	103.7
C#CCn1c(C)cc(C)c(C#N)c1=O	101.1
NC(N)=N/N=C/c1ccc([N+](=O)[O-])o1	76.1
CCCCCCN1CSC(=S)N(CCCCCC)C1	112.2
CN(C)c1ccc(C(=N)Cc2ccc3ccccc3n2)cc1	82.5
C=C1[C@]2(C)CC3[C@@]4(C)CC[C@H](O)C(C)(C)C4CC[C@@]3(C)[C@@]1(C(=O)OC)CC(C)C2=O (some centres not stated)	84.0
CN(C)C(C(N)=O)c1ccc(Cl)cc1 (configuration not stated)	89.6
O=C(Nc1ncnc2nc[nH]c12)c1cccnc1	80.4
Cc1nc2ccccc2c(C(=O)O)c1O	186.5
Cc1cc(NS(=O)(=O)c2ccc(NC3Nc4nc5ccccc5nc4S3)cc2)no1 (configuration not stated)	114.2
CCNC(=O)COc1ccccc1/C=N/N1C(=S)NC2C1N(C)C(=O)N2C (configuration not stated)	83.7
Cc1nn(-c2ccccc2)cc1/C=C(\C#N)C(=O)Nc1sc2c(c1C#N)CCC2	103.0
CC(C)(C)[Si](C)(C)OC1[C@@H](CNC(=O)NC(=O)NC(N)=O)O[C@@H](n2cnc3c(NC(=O)Nc4ccccc4)ncnc32)[C@H]1O[Si](C)(C)C(C)(C)C (some centres not stated)	86.3
Cc1ccc(C2=C/C(=C/c3ccccc3)C(=O)N2CCc2ccc(S(N)(=O)=O)cc2)cc1	99.9
CC1CCN(S(=O)(=O)c2ncsc2-c2ccccc2)CC1	72.3
Cn1c(=O)c2c(nc(/N=C/c3ccc([N+](=O)[O-])cc3)n2C)n(C)c1=O	98.7
O=C1C2C3C=CC(O3)C2C(=O)N1CCN1CCOCC1 (configuration not stated)	106.9
O=C(COc1cccc2cccnc12)Nc1ccc(C(=O)/C=C/c2cccs2)cc1	90.3
COc1ccc(C2CC(c3ccc(Cl)cc3)=NN2C(=O)Cn2c3c(sc2=O)C2C[C@@H](C)CCC2C(C)(C)S3)cc1 (some centres not stated)	69.3
Fc1ccc2c(c1)c(-c1nc(-c3c[nH]c4ncccc34)cs1)cn2CCCN1CCOCC1	21.9
O=c1[nH]c(=O)n(C2OC(CO)C(O)C2O)cc1I (configuration not stated)	86.6&77.5
N#Cc1c(N)nn(C(=O)c2ccc(NC(=O)c3ccccn3)cc2)c1-c1ccc(Cl)cc1	69.1
CN(C)c1ccc(/C=C2\C(=O)Nc3ccc(Cl)cc32)s1	93.2
COc1ccc(/C=N/NC(=O)CN2CCN(c3cc4c(cc3F)c(=O)c(C(=O)O)cn4C3CC3)CC2)cc1	83.2
C/C(=C/c1cc(Cl)ccc1O)c1ccc2cc(Cl)ccc2[o+]1	108.1
CCN1C(=S)N(CC)C2C1NC(=S)N2/N=C/C=C/c1ccccc1OC (configuration not stated)	-46.4*
COc1ccc(/C=C/C(=O)c2c(O)cc3occc3c2OC)cc1	103.8
Nc1ccccc1-c1cccc(Oc2ccc3nnc(Cl)n3n2)c1	71.6
O=S(=O)(CCCCl)Nc1ccc2[nH]ccc2c1	96.8
CC12CC[C@@H]3[C@]4(C)COC(c5ccccn5)O[C@@H]4CC[C@@]3(C)[C@@H]1CC(C1=CCOC1=O)O2 (some centres not stated)	97.1
CCN1CCN(c2nc(NNC(=O)Cc3ccccc3)nc(N3CCN(C(c4ccccc4)c4ccccc4)CC3)n2)CC1	-53.9*
CCOC(=O)C1=C(C)OC(=O)CC1C (configuration not stated)	114.2
Cc1[nH]c2ncnc(Oc3ccc(NC(=O)Nc4ccc(Cl)cc4)cc3)c2c1C	85.3
N[C@@H](CCC(=O)NO)C(=O)O	110.1[20 µM]
Cc1cc(NS(=O)(=O)c2ccc(Nc3nc(CN/N=C/c4ccc([N+](=O)[O-])cc4)nc4ccccc34)cc2)no1	97.6
COc1cccc2c(=O)c(C(=O)O)c[nH]c12	99.2
COc1ccc([C@H]2C(C(=O)c3ccc(Cl)cc3)C3(N[C@@H]2c2ccccc2)C(=O)Nc2ccc(Cl)cc23)cc1 (some centres not stated)	11.5
O=C(NS(=O)(=O)c1ccccc1)n1cc(-c2ccncc2)c(-c2ccc(Cl)c(O)c2)n1	94.0
C/C=C(\C)C(=O)N[C@H]1CC[C@]2(C)C3CC[C@@]4(C)C(CC[C@@H]4C(C)N(C)C)C3CCC2[C@H]1OC(C)=O (some centres not stated)	18.2
Cc1cc(C)cc(Nc2cc(C)nc3nc(C(F)(F)F)nn23)c1	15.4
COc1ccc(OC)c(/C=C2\Cc3cc(F)ccc3C2=O)c1	98.6
CCOC(=O)c1csc(-c2ccc(COC(=O)c3ccccc3)o2)n1	106.7
CCOC(=O)c1c(-c2ccc(Cl)cc2)c(C#N)c2c(C#N)c(N)nn2c1N	43.4
COc1ccc(CNc2oc(-c3ccccc3)c(-c3ccccc3)c2C#N)cc1	90.5
CCOC(OCC)c1ccc(OC)cc1	96.2
O=C(CCl)NCNC(=O)CCl	101.7
Nc1c(C(=O)Nc2nccs2)sc2nc3c(cc12)C(=O)CCC3	96.6
CCC(O)(c1ccccc1)C(C)CN1CCCCC1 (configuration not stated)	102.0
c1ccc2c3c(cc(CNCCNCc4cc5c(c6ccccc46)CCCC5)c2c1)CCCC3	82.3
O=C(CSc1nc2ccccc2c(=O)n1-c1ccccc1)N/N=C/c1ccc(N2CCOCC2)cc1	103.7
CC/C=C\CCC/C=C1/C(=O)C=C[C@@H]1C/C=C\CCCC(=O)OC	-9.1*
COC(=O)/C=C/c1cc(OC(C)=O)c2c(c1)[C@@H](C(=O)OC)[C@H](c1ccc(OC(C)=O)c(OC(C)=O)c1)O2	-42.8*
O=S(=O)(O)CC(O)CN(CCO)CCO (configuration not stated)	93.1

(cont.)
structure	HL-60(TB)
Cc1nn(-c2ccccc2)c(N2CCCCC2)c1/C=N/Nc1nc(-c2ccc(Cl)c(Cl)c2)cs1	82.1
NNC(=S)n1ccc(-c2cc3c(ccc4ccccc43)oc2=O)n1	86.7
N#Cc1c(-c2ccccc2)[nH]c2ncc(-c3ccc(F)cc3)n2c1=O	107.1
C=CCNC(=S)N/N=C/C=C/CCC	98.2
Cc1cc(N=C2C=CC(=O)C=C2)c(C(C)C)cc1O	76.6
Cc1cc(C)nc(C=O)c1	102.6
COC(=O)C12CCc3c(ccc4cc(OC)ccc34)C1=CC(=O)C2 (configuration not stated)	92.9
COc1ccc(/C=N/N2CN(C(C)C(=O)O)B(N(CCO)CCO)N=C2N)cc1OC (configuration not stated)	94.4[100 µM]

Some of these compounds in order of number of heavy atoms, highest first.
structure	HL-60(TB)
Cc1nn(-c2ccccc2)c(N2CCCCC2)c1/C=N/Nc1nc(-c2ccc(Cl)c(Cl)c2)cs1	82.1
COc1ccc(/C=N/N2CN(C(C)C(=O)O)B(N(CCO)CCO)N=C2N)cc1OC (configuration not stated)	94.4[100 µM]
Cc1cc(C)nc(C=O)c1	102.6

(further entries)
structure	HL-60(TB)
CNC1=C([N+](=O)[O-])C(c2ccccc2)C(C#N)=C(c2ccc[nH]2)O1 (configuration not stated)	98.1
Cc1oc(-c2cccc(C(F)(F)F)c2)cc1C(=O)Nc1nccs1	98.7
C1=Cc2ccccc2CC1	128.1
O=C(NCCCOc1ccc([N+](=O)[O-])cc1Cl)OCc1ccccc1	92.6
N#Cc1c(Cl)nc(SCC(=O)N2CCN(c3cc4c(cc3F)c(=O)c(C(=O)O)cn4C3CC3)CC2)nc1-c1cccc(Cl)c1	107.8
Cc1ccc(N2C3=C(CCCC3)C(=O)C2(C)C(=O)OCc2ccccc2)cc1C (configuration not stated)	67.7
O=C(Nc1cccc(-n2ccc3c(NC(=O)c4ccccc4)nccc32)c1)Nc1ccc(Cl)c(Cl)c1	82.5
CC1(C)N=C(N)N=C(N)N1c1ccc(C(=O)Nc2cccc(S(=O)(=O)F)c2)cc1	108.4

Brought forward from above: three compounds; new compounds follow.
structure	HL-60(TB)
Cc1ccc(N2C3=C(CCCC3)C(=O)C2(C)C(=O)OCc2ccccc2)cc1C (configuration not stated)	67.7
O=C(Nc1cccc(-n2ccc3c(NC(=O)c4ccccc4)nccc32)c1)Nc1ccc(Cl)c(Cl)c1	82.5
CC1(C)N=C(N)N=C(N)N1c1ccc(C(=O)Nc2cccc(S(=O)(=O)F)c2)cc1	108.4
O=C1C=CC(Nc2cccc([N+](=O)[O-])c2)C1Nc1cccc([N+](=O)[O-])c1 (configuration not stated)	90.4
CSc1nc2c(c(=O)[nH]1)C(c1ccc(C)cc1)C=C(C(=O)O)N2 (configuration not stated)	114.2
O=c1/c(=C/N2CCc3ccccc32)sc2ncnn12	107.8
CN1C(=O)N(c2ccccc2)C(=O)C2(CC=CC2)C1=O	106.4
COc1cc(-c2nccc3[nH]c(-c4ccc5cc[nH]c5c4)nc23)cc(OC)c1OC	-48.7*
O=C1CCC(=O)N1CCO	106.1
CCC1=C[C@@H]2CN3CCc4c([nH]c5ccccc45)[C@@](C(=O)OC)(C2)[C@@H]13	103.0
CCC1CCCc2ccccc21 (configuration not stated)	107.5
C/C(=C(/c1ccccc1)c1ccc(N2C(=O)c3cccc4c(N5CCCCC5)ccc(c34)C2=O)cc1)c1ccccc1	101.0
CNC(C)[C@H](O)c1ccccc1 (some centres not stated)	95.9
NC1=C(C/C(N)=N\O)C(c2ccccc2)c2c(ccc3ccccc23)O1 (configuration not stated)	98.4
COc1cc(C2C(C#N)=C(N)OC3=C2C(=O)c2ccccc2C3=O)cc(OC)c1O (configuration not stated)	90.9
Cc1noc(C)c1CSc1nc2ccccc2n1-c1ccccc1	110.5
CN([O-])c1nc(N(C)[O-])nc(N2CCOCC2)n1.CN([O-])c1nc(N(C)[OH2+])nc(N2CCOCC2)n1.[Fe+3]	93.8[100 µM]
COc1cc(-c2cc(=O)c3c(O)cc(O)cc3o2)cc(OC)c1OC	97.5
C/C(=N\Nc1nc(-c2cc(O)c(C)c(C)c2O)cs1)c1ccccc1	47.7
CN(N=O)c1ccc([N+](=O)[O-])cc1	98.9
COc1ccc(-c2nc([C@@H](C)Sc3nc(N)cc(N)n3)c(C)s2)cc1OCCN1CCOCC1	105.1
NS(=O)(=O)c1ccc(Nc2nc(SCC(=O)c3ccc(Br)cc3)nc3ccccc23)cc1	106.5
Cn1cc(-c2nnc(N)nc2-c2c[nH]c3ccc(F)cc23)c2cc(Br)cnc21	47.1
COc1cc2oc(-c3ccc(O)cc3)cc(=O)c2c(O)c1I	99.0
OCC(O)C(O)C(O)CO (configuration not stated)	96.8
O=C1/C(=C/c2ccccc2)S[C@]2(C(=O)Nc3ccccc32)N1c1ccccc1	83.6
C=C(C)[C@@H]1CC[C@]2(C(=O)N[C@H](CO)Cc3ccccc3)CC[C@]3(C)[C@H](CC[C@@H]4[C@@]5(C)CCCNC(C)(C)[C@@H]5CC[C@]43C)[C@@H]12	-73.3*
C=C(C)[C@@H]1CC[C@]2(C(=O)O)CC[C@]3(C)[C@H](CC[C@@H]4[C@@]5(C)C[C@@H](CC#Cc6ccccc6C)C(=O)C(C)(C)[C@@H]5CC[C@]43C)[C@@H]12	-14.7*
CNC(=O)Oc1cc(C)cc(C)c1	102.1
COc1ccc(CCNCc2cccc(OC)c2OC)cc1OC	94.8
O=C(CSc1nc2ccc(Cl)cc2c(=O)n1-c1ccc(Cl)cc1)NNS(=O)(=O)c1ccccc1	88.5
CC(=O)c1cc2c(N)c(C(=O)Nc3ccccc3Cl)sc2nc1C	62.9
COc1cc2c3c(c1OC)C(=O)CC3CCCC2 (configuration not stated)	88.1
Cc1c(C)c2ccc(OCc3nnc4sc(-c5ccccc5)nn34)cc2oc1=O	73.9
COc1ccc(-c2nn(-c3ccccc3)cc2/C=C/C(=O)NNC(=O)Nc2ccc(Br)cc2)cc1	96.6

Rewritten field by field: part of the list above.
molecule: Cc1c(C)c2ccc(OCc3nnc4sc(-c5ccccc5)nn34)cc2oc1=O
  HL-60(TB) = 73.9
molecule: C=C(C)[C@@H]1CC[C@]2(C(=O)O)CC[C@]3(C)[C@H](CC[C@@H]4[C@@]5(C)C[C@@H](CC#Cc6ccccc6C)C(=O)C(C)(C)[C@@H]5CC[C@]43C)[C@@H]12
  HL-60(TB) = -14.7*

Next records follow:
structure	HL-60(TB)
COc1cccc(-c2[nH]c(=S)ncc2C(=O)c2ccccc2)c1	78.2
O=C(O)/C=C/C(=O)NCCNC(=O)/C=C/C(=O)O	102.8
CCCCNC(=O)CC1=C(C)/C(=C/c2[nH]c(-c3ccc[nH]3)cc2OC)N=C1C	12.9
N#CC1(c2ccccc2)CCCC1(C#N)c1ccccc1 (configuration not stated)	91.5
CCn1c(SCC(=O)Nc2cccc(C(=O)/C=C/c3ccc(Cl)cc3)c2)nc2ccccc2c1=O	101.6
COc1cc(C2C(C#N)=C(N)N(c3ccc(F)cc3F)C3=C2C(=O)CC(C)(C)C3)cc(OC)c1O (configuration not stated)	99.3
CCOc1c(C#N)c(Nc2ccc(S(N)(=O)=O)cc2)c(C#N)c(=O)n1C(=S)Nc1ccccc1	113.9
CC(=O)Nc1cc(F)ccc1F	105.4
CC1=C([Se]CC(OC(=O)CC[Se]c2ccccc2)C(=O)NCCCCCC(=O)OCc2ccccc2)C(=O)c2ccccc2C1=O (configuration not stated)	15.5
Cc1nc(N)[nH]c(=O)c1CCC1OCCO1	106.1
CN(C)[C@@H]1C(=O)C(C(N)=O)=C(O)[C@@]2(O)C(=O)C3=C(O)c4c(O)ccc(Cl)c4[C@@](C)(O)[C@H]3C[C@@H]12	100.0

Assay outcomes: PubChem BioAssay, NCI
